High-throughput results as filed in PubChem.
GPT2 inhibitor – blocks human glutamate pyruvate transaminase 2. Recombinant GPT2, coupled pyruvate oxidase/HRP Amplex Red fluorescence. Potency, µM (top dose mostly 57.7 µM), for the others: at the highest dose activity change, negative = inhibition, most hits filed as inhibitors. Q8TD30. 0.25% of 100,000 active; further: potency means the concentration at half of the fitted maximal effect; nearly all actives have a fitted effect of over 60% in size; many of its hits are not listed in these tables
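Fluorescence read-out: pyruvate from GPT2 turnover coupled to pyruvate oxidase, HRP and Amplex Red (0.2mM ThPP, 0.2U/mL PO and HRP, 50uM Amplex final). Substrates 250uM a-KG, 2mM L-alanine; enzyme 10ng/uL; 30 min RT.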
NIH3T3 tox – kills NIH 3T3 cells; AID 1345082; 4.3% of 94,000 active; NIH 3T3 viability, CellTiter-Glo ATP luminescence, 48-72 h; Potency, µM (doses to about 96.7 µM), for the others: top-dose activity change, negative = cytotoxicity, hits mostly inhibitors; further: potency means the concentration at half of the fitted maximal effect; nearly all actives have a fitted effect of over 55% in size
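Cytotoxicity was measured by CellTiter-Glo ATP luminescence after 48 or 72 h compound exposure at 37 °C. Mouse NIH 3T3 fibroblasts were seeded at 400 cells/well and dosed by 23 nL pin transfer.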
Luciferase inh – Photinus pyralis luciferase inhibition; P08659; AID 1347043; purified P. pyralis luciferase, luminescence, biochemical; 2.5% of 76,000 active; Potency, µM (highest dose often 115 µM), for the others: at the top dose activity change, negative = inhibition, actives largely listed as inhibitors; further: potency means the concentration at half of the fitted maximal effect; nearly all actives have a fitted effect of over 65% in size
Target sequence (P08659 whole entry, looked up): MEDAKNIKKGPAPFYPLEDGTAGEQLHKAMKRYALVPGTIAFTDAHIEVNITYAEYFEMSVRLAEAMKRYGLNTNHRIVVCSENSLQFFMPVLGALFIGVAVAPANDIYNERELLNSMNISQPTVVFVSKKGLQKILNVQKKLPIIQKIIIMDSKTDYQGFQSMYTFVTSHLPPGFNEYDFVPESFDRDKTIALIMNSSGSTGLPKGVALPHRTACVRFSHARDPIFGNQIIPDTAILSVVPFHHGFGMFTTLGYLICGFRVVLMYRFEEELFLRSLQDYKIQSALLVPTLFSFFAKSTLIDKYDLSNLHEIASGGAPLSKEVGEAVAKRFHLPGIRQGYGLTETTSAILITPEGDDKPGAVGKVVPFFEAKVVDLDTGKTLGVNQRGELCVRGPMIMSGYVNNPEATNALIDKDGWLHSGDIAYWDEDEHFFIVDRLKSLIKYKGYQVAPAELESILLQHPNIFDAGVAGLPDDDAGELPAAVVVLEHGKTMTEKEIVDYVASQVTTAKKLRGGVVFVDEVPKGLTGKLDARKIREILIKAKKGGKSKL
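FLuc 10nM, D-luciferin 10uM, ATP 10uM, Mg acetate 10mM, Tris acetate pH 7.5, Tween/BSA; cpd qHTS; enzyme added last; CCD luminescence.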
IP6K1 inh – inhibitors of human IP6K1. Q92551. IP6K1 kinase, ADP-Glo luminescence, 2 h; hits give low values. activity change, % (series mostly up to about 58 µM). 0.81% of 140,000 active. AID 1645851; in the data active means activity change below about -25%
Target sequence (Q92551 whole entry, looked up): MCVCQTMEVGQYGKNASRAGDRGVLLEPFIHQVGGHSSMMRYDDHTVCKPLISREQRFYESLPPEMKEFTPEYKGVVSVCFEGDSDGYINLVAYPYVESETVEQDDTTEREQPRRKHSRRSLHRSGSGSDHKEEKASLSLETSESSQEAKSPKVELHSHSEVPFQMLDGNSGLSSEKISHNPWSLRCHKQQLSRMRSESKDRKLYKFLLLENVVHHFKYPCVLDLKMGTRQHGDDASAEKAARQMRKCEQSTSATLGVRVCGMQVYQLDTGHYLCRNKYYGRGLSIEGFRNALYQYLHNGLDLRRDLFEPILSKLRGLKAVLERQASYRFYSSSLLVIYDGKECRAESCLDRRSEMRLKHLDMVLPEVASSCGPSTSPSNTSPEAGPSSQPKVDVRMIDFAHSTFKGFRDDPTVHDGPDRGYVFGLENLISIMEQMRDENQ
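ADP-Glo luminescence measures ADP made by human IP6K1 during a 2 h RT reaction with ATP/IP6 (mix at 1.3 mM/130 uM); top library doses 57.5 and 19.1 uM final.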
SNCA expr inhib – inhibitors of alpha-synuclein (SNCA) gene expression; Potency, µM (series often up to 57.2 µM), for inactives: top-dose activity change, negative = inhibition, actives largely listed as inhibitors; HEK-293 SNCA-luciferase knock-in, luminescence, 24 h; 0.17% of 140,000 active;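 further: potency means the concentration at half of the fitted maximal effect; plate controls were DMSO cells for no effect and cell-free wells for full effect; nearly all actives have a fitted effect of over 45% in size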
HEK cytotox – HEK 293 cell cytotoxicity | HEK 293 viability, ATP luminescence (CellTiter-Glo), 48-72 h | Potency, µM (doses to about 115 µM), inactives show top-dose activity change, negative = cytotoxicity, usual class: inhibitors | 6.6% of 94,000 active; further: potency means the concentration at half of the fitted maximal effect; nearly all actives have a fitted effect of over 60% in size
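Pintool-delivered compounds were incubated with HEK 293 cells (250 cells/well) at 37 degree Celsius for 48 or 72 hr. ATP-dependent luminescence (CellTiter-Glo) then reported remaining viable cells.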
HEK293 viab – cell viability loss counter-screen | HEK-293-SNCA-luc viability, GF-AFC fluorescence, 24 h | Potency, µM (series often up to 57.1 µM), for the others: at the top dose activity change, negative = cytotoxicity, actives largely listed as cytotoxic | 0.12% of 150,000 active | AID 1671193;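 further: potency means the concentration at half of the fitted maximal effect; 0% = DMSO-treated cells and -100% = medium-only wells without cells; nearly all actives have a fitted effect of over 30% in size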
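HEK-293-SNCA-luc cells (1500/well) plated 24 h, then exposed 24 h to a dilution series; GF-AFC added 30 min at 37C, fluorescence 405/540 nm; normalised to medium-only and DMSO wells, Hill fit.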
Starred values were filed as active, the others as inactive; i = inactive; ? = inconclusive; nt = no result given; [ ] = another dose, or the depositor's remark. Unless noted, the call rests on the fitted dose curve; in most records, active means well fitted curve in the direction sought with a large enough effect; inconclusive means small, poorly fitted or top-dose-only effect, or another doubt; inactive means no such curve, though single readings can be large; an effect the other way counts as inactive or inconclusive. Unless noted, on the % scale 0 is the no-effect control and ±100 the full control effect. These rows are one share of the data (hit frequency here may not be typical).

Below each SMILES: GPT2 inhibitor, NIH3T3 tox, Luciferase inh, IP6K1 inh, SNCA expr inhib, HEK cytotox, HEK293 viab
COc1ccc(-c2nc3c4cnn(-c5ccccc5F)c4ncn3n2)cc1
  nt, nt, nt, 19, 60%[activator], nt, -3%
Cc1ccccc1CNC(=O)Cn1ncn2nc(-c3cccs3)cc2c1=O
  nt, nt, nt, 29, -16%, nt, 6%
CCOC(=O)C1CCN(C(=O)c2ccc3oc(-c4ccncc4)nc3c2)CC1
  -3%[88.5 µM], -23%[138 µM], nt, 6, 16%[87.6 µM], -23%[172 µM], 11%[87.6 µM]
O=C1NC2(CCN(C(=O)c3cccnc3)CC2)COc2ccccc21
  i, 1%[138 µM], -1%[172 µM], 27, 0%[87.6 µM], i, 7%[87.6 µM]
COc1ccc(-c2nn(-c3ccccc3C)cc2CN(C)Cc2nonc2C)cc1F
  ?, ?, 8%, 3, 3%, -24%, -6%
CCN(C(=O)c1cnc(-c2cccs2)[nH]c1=O)C1CCS(=O)(=O)C1 (stereo not given)
  i, 0%, -1%, 11, -27%, ?, -1%
Cc1cc(NC(=O)n2ncc3c(C)cccc32)ccc1Br
  nt, nt, nt, 20, 158%[activator], nt, 4%
Cc1nc2c(c(=O)[nH]1)CCN(C(=O)C1(C)CCc3c(C)c(O)c(C)c(C)c3O1)C2 (stereo not given)
  ?, ?, 10%, 10, 1%, -26%, 1%
COCCN1Cc2ccc(NCC(C)C)nc2C(C)(C(=O)NC2CC2)C1 (stereo not given)
  ?, ?, -1%[172 µM], 21, -22%[87.6 µM], ?, -7%[87.6 µM]
CS(=O)(=O)Nc1ccccc1C(=O)OCc1cc(=O)n2nc(C3CCCCC3)sc2n1
  nt, nt, nt, 11, 2%, nt, -4%

Compounds above with a halogen (3):
Below each SMILES: GPT2 inhibitor, NIH3T3 tox, Luciferase inh, IP6K1 inh, SNCA expr inhib, HEK cytotox, HEK293 viab
COc1ccc(-c2nc3c4cnn(-c5ccccc5F)c4ncn3n2)cc1
  nt, nt, nt, 19, 60%[activator], nt, -3%
COc1ccc(-c2nn(-c3ccccc3C)cc2CN(C)Cc2nonc2C)cc1F
  ?, ?, 8%, 3, 3%, -24%, -6%
Cc1cc(NC(=O)n2ncc3c(C)cccc32)ccc1Br
  nt, nt, nt, 20, 158%[activator], nt, 4%

Next section.
Below each SMILES: GPT2 inhibitor, NIH3T3 tox, Luciferase inh, IP6K1 inh, SNCA expr inhib, HEK cytotox, HEK293 viab
Cc1ccc(CNC(=O)CC2Sc3ncccc3N(C)C2=O)o1 (stereo not given)
  -3%, -5%, 4%, 7, 5%, -3%, 6%
CCOc1ccc(CNC(=O)C2(c3ccc(NC(C)=O)cc3)CCCCC2)cc1
  i, -12%, -3%, 23, -17%, -12%, -3%
CCOc1ccccc1NC(=O)NC(CC)c1c(-n2cccc2)sc2c1CCN(C)C2 (stereo not given)
  nt, nt, nt, -5, -3%, nt, 6%
Cc1nn(-c2ccc(N3CCOCC3)nn2)c(C)c1CCC(=O)NCc1ccccc1
  nt, nt, nt, -13, 24%, nt, 8%
CCOC(=O)C1CCCN(C(=O)C2CCc3nnc(C4CC4)n32)C1 (stereo not given)
  i, 25µM*, nt, 24, -22%, ?, 0%[12.5 µM]
Cc1ccc(C(=O)NCc2nnnn2-c2ccccc2)cc1N1CCNC1=O
  i, i, 11%, -12, -13%, 2%, 4%
CC(C)OCCCNC(=O)CCCn1c(=O)[nH]c2ccsc2c1=O
  nt, nt, nt, 2, -13%, nt, -7%
O=C1CC2(CCN(S(=O)(=O)c3cccc4nsnc34)C2)C(=O)N1 (stereo not given)
  1%, -15%, 0%, -1, -15%, -5%, 1%
CC1CCC2(CC1)OCC(C(=O)NCC1CC1)N2C(=O)c1ccc(F)cc1 (stereo not given)
  -9%, -28%, -4%, 29, -29%, ?, -3%
O=C(c1cnccn1)N1CCC2(CN[S+](=O)([O-])c3cnccc3O2)C1 (stereo not given)
  i, i, nt, -2, 33%[activator], i, 3%
CC(C)(C)N1CC(C(=O)NCCc2nc(Cc3ccccc3)no2)CC1=O (stereo not given)
  -16%, 2%, -10%, 6, -11%, -6%, 5%
Cc1n[nH]c(C)c1CCC(=O)N1CCCC(c2ccc(C(=O)O)cc2)C1 (stereo not given)
  -4%, -8%, -2%, 14, 11%, -3%, 6%
CCN1CCN(C(=O)Cn2ncc3c4ccccc4n(Cc4c(C)cc(C)cc4C)c3c2=O)CC1
  nt, nt, nt, 3, -27%, nt, -22%
CCN(CC)c1cc(CCC(=O)NCc2ccc(Cl)cc2)ccn1
  1%, -18%, 5%, 19, -15%, ?, -14%
Cc1ccc(CN2C(=O)C(O)(c3c(C)[nH]c4ccccc34)c3ccccc32)cc1 (stereo not given)
  nt, nt, nt, -8, -19%, nt, 2%
CCc1ccc(N=C2NC(=O)CC(C(=O)Nc3ccc(OC)cc3)S2)cc1 (stereo not given)
  nt, nt, nt, 32, 7%, nt, -7%
CCCS(=O)(=O)N1CCC(N2C(=O)[C@H](OCCOC)[C@@H]2c2ccncc2)CC1
  -10%, -19%, -4%, 34, ?, i, -6%
COc1ccc(C2(CNC(=O)C(=O)Nc3cccc(C(F)(F)F)c3)CCCC2)cc1OC
  nt, nt, nt, -3, -21%, nt, 0%
COCC(=O)Nc1ccc2c(c1)CN(Cc1cccc(OC)c1OC)CCO2
  i, -36%, nt, 1, 2%, -23%, 6%
CCOCCN1C(=O)COC[C@@H]1[C@H](O)c1ccc(NC(=O)CC(C)(C)C)cc1
  -32%[88.5 µM], -8%[138 µM], -5%[172 µM], 2, -4%[87.6 µM], -7%[172 µM], 4%[87.6 µM]
COc1ccc(-c2nc(C(N)=O)c3c(n2)n(-c2ccccc2OC)c(=O)n3C)c(OC)c1
  nt, nt, nt, 10, 2%, nt, -27%
CCC(Cn1nnc2ccccc2c1=O)NC(=O)Nc1cc(C)cc(C)c1 (stereo not given)
  nt, nt, nt, 1, 0%, nt, 1%
Cc1cccc(C(=O)N2CCCC2c2nc(C3CCOCC3)no2)c1 (stereo not given)
  i, -25%, -8%, 10, -18%, -2%, -7%
COCCNC(=O)[C@H]1C[C@H](Oc2ccccc2)CN1C(=O)COc1ccc(F)cc1
  i, -1%, 0%, 19, ?, -16%, -7%
CC(C)C[C@@H]1N[C@H](C(=O)NCc2ccncc2)Cc2cn(Cc3ccncc3)c3cccc1c23
  i, ?, -5%, 8, -6%, 50µM*, -3%
O=S(=O)(NCCS(=O)(=O)N1CCN(c2ccccc2)CC1)c1ccc(Cl)cc1
  nt, nt, nt, 7, -26%, nt, -3%
O=C(NCc1ccc(Cl)nc1)c1cnn2c1CN(C(=O)c1ccccc1F)CC2
  4%, i, nt, 3, 7%, i, -3%
Cc1ccc(-c2nnc(Nc3ccc(S(N)(=O)=O)cc3)c3ccccc23)cc1S(=O)(=O)N1CCCCC1
  nt, nt, nt, -5, 29%, nt, 4%
O=C(c1ccc2ccccc2n1)N1CCC(Cc2nc(-c3ccccc3)n[nH]2)CC1
  i, ?, nt, -7, ?, ?, -11%
CC(C)CNC(=O)c1nc2sccn2c1-c1cccnc1
  1%[88.5 µM], -20%[138 µM], nt, 10, -22%[87.6 µM], -1%[172 µM], -18%[87.6 µM]
Cc1cccc(C(=O)N2CC(N(C)Cc3cccnc3)C2)c1
  ?, i, 5%, -9, 2%, 10%, 6%
COc1ccc(-c2nnc([C@H]3CCN(S(C)(=O)=O)C3)o2)cc1
  1%[88.5 µM], -18%[138 µM], -1%[172 µM], 2, 23%[87.6 µM], i, -4%[87.6 µM]
COc1ccc(F)cc1-c1cccc(C(=O)NCC(=O)N2CCN(C)CC2)c1
  nt, -22%, nt, 3, nt, ?, nt
COCCN1C(=O)c2[nH]nc(-c3c(C)cc(C)cc3O)c2C1c1cccc(O)c1 (stereo not given)
  nt, nt, nt, -6, -14%, nt, ?
COc1cccc(CNC(=O)c2c(C)oc3ccn(Cc4ccc(F)cc4)c(=O)c23)c1
  i, ?, -14%, 25, -1%, 40µM*, -19%
NS(=O)(=O)c1cccc2c1C(=O)c1cccc(O)c1C2=O
  -34%, nt, nt, nt, 4%, nt, -10%
CN(C)c1ccc2cc(C(=O)N[C@@H](CCCN=C(N)CCl)C(=O)NCc3ccccc3)ccc2c1
  i, nt, nt, nt, -25%, nt, -2%
CCOC(=O)C(Cc1ccccc1)NC(=O)CCc1c(C)nc2nc(C)nn2c1C (stereo not given)
  nt, nt, nt, 7, -1%, nt, -7%
O=C(c1ccccc1OCC1CCCN(C2CCCCCC2)C1)N1CCOCC1 (stereo not given)
  i, -17%, -1%, -13, -5%, -22%, 2%
Cc1noc(C2CC3(CCN(C(=O)Nc4ccccc4)CC3)CN2C)n1 (stereo not given)
  -3%, -3%, -9%, 1, 10%, 2%, 5%
O=c1n(-c2ccc(C(F)(F)F)cc2)nc2n1CCN(Cc1ccccn1)C2
  -9%, ?, ?, 3, 67%[activator], ?, 5%
COc1ccccc1CC(=O)NCCn1cccc1-c1nc(-c2ccccc2)no1
  i, -6%, -5%, 31, 28%, ?, 5%
CCCNC(=O)C1COC2(CCN(C(=O)c3ccccc3Cl)CC2)N1C(=O)c1ccc(OC)cc1 (stereo not given)
  i, -16%, -4%, 9, 3%, -11%, -9%
O=C(c1ccccc1)N1CCC[C@H]1c1nc(-c2ccccc2Cl)no1
  -6%, -30%, -4%, 6, 9%, ?, 8%
O=S(=O)(NCCc1nnc2ccc(SCc3c(F)cccc3Cl)nn12)c1ccccc1
  nt, nt, nt, -10, 20%, nt, ?
CN(C)[S+](=O)([O-])c1ccc2c(c1)OCCN(CCc1ccccc1)C2
  2%[88.5 µM], ?, 0%[172 µM], 5, -32%[87.6 µM], ?, -2%[87.6 µM]
O=C(C1CC(=O)N(C2CC2)C1)N1CCN(Cc2ccncc2)CC1 (stereo not given)
  ?, -1%, 0%, -4, -9%, -16%, 3%
CCOc1ccc(NC(=O)Cn2c(C)cc3nc4n(c(=O)c32)CCCC4)cc1
  2%, -16%, 5%, -1, 13%, -4%, -4%
O=C(Cc1cccc(O)c1)N1CC(CNc2ccccc2)C2(C1)CN(c1ccccc1)C2 (stereo not given)
  -42%[88.5 µM], 22µM*, -18%[172 µM], -4, ?, 32µM*, ?
O=C(Nc1nc2c(F)cccc2s1)c1ccc(S(=O)(=O)N2CCCc3ccccc32)cc1
  nt, nt, nt, -8, 9%, nt, 4%
